Screening results deposited in PubChem by several laboratories.
FadD28 FP inh: blocks FadD28 binding to the bisubstrate probe | inhibition, % at 12.5 µM | hit rate 0.22% among 360,000 | fluorescence polarization; in the data active = inhibition above about 8.5%, passing the limit was not always enough; inconclusive = no clear call, values can overlap the other calls
BoNT F protease: blocks Botulinum neurotoxin F light chain protease | inhibition, % at 10 µM | hit rate 0.22% among 360,000 | Multiplex microsphere protease cleavage assay, flow cytometry | AID 588497; in the data active = inhibition above about 35%, passing the limit was not always enough; inconclusive = no clear call, values can overlap the other calls; also: plate controls were buffer without enzyme for full effect and enzyme alone for no effect
BoNT-A LC inh2: BoNT A light chain protease inhibition; multiplex microsphere protease substrate cleavage, flow cytometry; inhibition, % at 10 µM; hit rate 0.17% among 360,000; AID 588499; in the data active = inhibition above about 30%; inconclusive = no clear call, values can overlap the other calls; also: plate controls were buffer without enzyme for full effect and enzyme alone for no effect
CCHFV vOTU inh: blocks the CCHF virus ovarian tumor domain protease; CCHFV vOTU protease, Pep-AMC fluorescence; inhibition, % at 11.5 µM; hit rate 0.55% among 370,000; AID 651958; also: 0% = vehicle wells with enzyme and 100% = no enzyme wells
BioA inh: blocks M. tuberculosis BioA enzyme activity. purified M. tuberculosis BioA enzyme, plate reader. inhibition, % at 9.99 µM. hit rate 0.096% among 360,000. AID 602481; in the data active = inhibition above about 40%; inconclusive = no clear call, values can overlap the other calls
UGM FP inh: blocks M. tuberculosis UGM enzyme; P9WIQ1; purified UGM, fluorescence polarization probe displacement; inhibition, % at 10 µM; hit rate 0.06% among 320,000; in the data active = inhibition above about 10%, passing the limit was not always enough; inconclusive = no clear call, values can overlap the other calls
Target sequence (P9WIQ1 whole entry, looked up): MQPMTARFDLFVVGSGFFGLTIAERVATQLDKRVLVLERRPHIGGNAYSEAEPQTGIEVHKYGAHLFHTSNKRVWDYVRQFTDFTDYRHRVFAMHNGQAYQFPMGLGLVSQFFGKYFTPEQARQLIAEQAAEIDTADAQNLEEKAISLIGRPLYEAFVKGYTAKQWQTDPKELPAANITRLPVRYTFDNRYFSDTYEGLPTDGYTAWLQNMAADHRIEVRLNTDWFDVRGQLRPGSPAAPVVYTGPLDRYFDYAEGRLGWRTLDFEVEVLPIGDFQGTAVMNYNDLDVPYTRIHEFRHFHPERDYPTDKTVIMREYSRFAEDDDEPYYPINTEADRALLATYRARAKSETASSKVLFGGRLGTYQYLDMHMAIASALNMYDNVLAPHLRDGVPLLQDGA
FBA Mtb inh: Mtb fructose-bisphosphate aldolase inhibition; P9WQA3; purified M. tuberculosis FBA, fluorescence read-out; inhibition, % at 1 µM; hit rate 2.3% among 360,000; AID 588726; in the data active = inhibition above about 27%;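 also: 0% = vehicle and 100% = reference inhibitor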
Target sequence (P9WQA3 whole entry, looked up): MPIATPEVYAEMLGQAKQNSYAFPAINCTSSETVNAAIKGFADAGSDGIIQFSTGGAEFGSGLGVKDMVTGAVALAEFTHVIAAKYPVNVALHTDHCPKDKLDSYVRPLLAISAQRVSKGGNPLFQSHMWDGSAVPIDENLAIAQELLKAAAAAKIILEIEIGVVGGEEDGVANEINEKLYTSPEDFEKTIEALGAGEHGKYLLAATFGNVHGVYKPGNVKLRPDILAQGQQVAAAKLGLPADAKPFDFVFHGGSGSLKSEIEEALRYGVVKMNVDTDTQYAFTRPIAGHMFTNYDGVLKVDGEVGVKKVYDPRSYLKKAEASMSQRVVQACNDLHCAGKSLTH
PrPC TRFRET: reduces human prion protein on the cell surface; P04156; cell surface PrPC, TR-FRET read-out; inhibition, % at 13.8 µM; hit rate 0.43% among 370,000; AID 720596; in the data active = inhibition above about 24%; also: 0% = median of the test wells and 100% = reference compound wells
GDH-TPI counter: counter-screen for M. tuberculosis FBA inhibitors: GDH-TPI coupled enzymes | GDH-TPI coupled enzyme counterscreen, NADH absorbance | inhibition, % at 4.8 µM | hit rate 1.2% among 360,000 | AID 588335;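 also: 0% = DMSO wells and 100% = wells lacking the enzyme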
* = called active by the depositor; u = inconclusive; x = not tested or not shown; & = joins results of further samples. Rule as the data show it, unless noted: active = inhibition above about 30%; inactive = the rest.

Sequence of screens: BoNT-A LC inh2, GDH-TPI counter, FBA Mtb inh, UGM FP inh, CCHFV vOTU inh, BioA inh, PrPC TRFRET, FadD28 FP inh, BoNT F protease
- CC1(C(=O)O)CCC(C(=O)NNC(=O)c2ccccc2Cl)C1(C)C (stereo not drawn)
    -0.2, -1, -1, -3.1, 7, -2.4, -3, 1.8, -6
- COC(=O)[C@]1(C)N[C@H](CN(C)C(=O)Nc2ccc(OC)cc2)[C@@H]2C(=O)N(Cc3ccccc3)C(=O)[C@@H]21
    -1.0, 5, -1, 3.5, -3, 0.7, 3, -1.0, -2
- CCN(CC)CCNCC1C(=O)O[C@@H]2C[C@@]3(C)CCC[C@H](C)C3=C[C@H]12 (stereo partly drawn)
    -0.3, 0, 4, -0.8, 14, -2.5, -12, 1.3, -37
- CCOc1ccc(S(=O)(=O)n2cnc3cc(C)c(C)cc32)cc1
    -1.2, 10, -1, 2.6, 9, -0.5, 9, -0.6, -11
- Cn1cccc1/C=C1\SC(=S)N(NC(=O)c2cccc(Cl)c2)C1=O
    4.8, 1, -28, 2.7, 17, x, -11, 2.5, -1
- Cc1oc(C(=O)O)cc1COc1ccc2c3c(c(=O)oc2c1)CCC3
    u, 27, 38*, -0.1, -16, 3.2, 2, -1.7, -4
- CCCn1c(NC(=O)c2cccc(S(=O)(=O)N3CCCC3)c2)nc2ccccc21
    -1.3, 35*, -3, 0.3, -1, -1.6, 7, -1.5, -5
- COc1ccc(S(=O)(=O)N2CCCCC2)cc1NC(=O)CNc1ccccc1C(C)=O
    4.9, 6, 1, -1.9, 4, -2.1, 2, -0.7, 6
- C[C@H]1CN([C@@H](C)CO)C(=O)CCCn2cc(nn2)CO[C@@H]1CN(C)S(=O)(=O)c1ccc2c(c1)OCCCO2
    -0.3, -6, -3, x, 0, -0.2&1.2, 1, -2.5, -7
- NC(=O)C(c1ccccc1)c1ncc(C(F)(F)F)cc1Cl (stereo not drawn)
    -0.5, 7, -1, 0.2, 8, -4.2, 5, -1.5, 1
- COc1ccc(C2(c3ccc(OC)cc3)NC(=O)N(CC(=O)Nc3ccc(C(N)=O)cc3)C2=O)cc1
    0.1, -7, 2, -0.2, -14, 1.4, 2, -1.8, 3
- COC(=O)Nc1ccccc1C(=O)N1CCN(c2ccc(C)cc2)CC1
    0.6, 13, 4, 0.4, -19, x, -9, -0.3, 7
- CCC(C)NC(=O)C(Cc1ccccc1)n1cccc1 (stereo not drawn)
    -1.3, -15, 3, -3.4, 4, 0.7, 6, 0.8, -3
- CCc1cc(C(=O)Cc2ccc(F)cc2)c(O)cc1O
    -0.2, 27, 4, -1.6, 12, 1.0, 7, -2.8, -1
- COc1ccccc1CNS(=O)(=O)CCNCc1ccco1
    -0.2, -9, -1, x, -6, -0.2, -4, -3.2, -8
- Cc1cc(NC(=O)CN2C(=O)NC(CCc3ccccc3)C2=O)no1 (stereo not drawn)
    -0.6, -12, 1, -1.0, 0, x, -1, -3.3, 0
- CC(=O)c1ccc(N2Cc3ccccc3C3(CCOCC3)C2=N)cc1
    -0.3, 15, 1, -1.8, -5, x, 2, -0.5, -14
- NC(=O)c1cc([N+](=O)[O-])ccc1NCc1ccc(O)cc1
    0.6, 22, -1, 1.0, 3, -0.8, -7, -1.6, 9
- Cc1ccc2nc(SC(C)C(=O)NC3CCCc4ccccc43)[nH]c2c1 (stereo not drawn)
    -0.3, 1, -2, -2.0, 11, x, 8, -2.8, -3
- CCCc1ccc(C2=Nn3c(nnc3C(C)C)SC2)cc1
    0.8, 6, -1, -3.3, x, -0.7, x, 0.9, 2

Arranged by count of non-hydrogen atoms (descending): part of the list above
Sequence of screens: BoNT-A LC inh2, GDH-TPI counter, FBA Mtb inh, UGM FP inh, CCHFV vOTU inh, BioA inh, PrPC TRFRET, FadD28 FP inh, BoNT F protease
- CCCn1c(NC(=O)c2cccc(S(=O)(=O)N3CCCC3)c2)nc2ccccc21
    -1.3, 35*, -3, 0.3, -1, -1.6, 7, -1.5, -5
- CC(=O)c1ccc(N2Cc3ccccc3C3(CCOCC3)C2=N)cc1
    -0.3, 15, 1, -1.8, -5, x, 2, -0.5, -14
- COc1ccccc1CNS(=O)(=O)CCNCc1ccco1
    -0.2, -9, -1, x, -6, -0.2, -4, -3.2, -8

Back to the main list, repeating the 3 entries before the break.
Sequence of screens: BoNT-A LC inh2, GDH-TPI counter, FBA Mtb inh, UGM FP inh, CCHFV vOTU inh, BioA inh, PrPC TRFRET, FadD28 FP inh, BoNT F protease
- NC(=O)c1cc([N+](=O)[O-])ccc1NCc1ccc(O)cc1
    0.6, 22, -1, 1.0, 3, -0.8, -7, -1.6, 9
- Cc1ccc2nc(SC(C)C(=O)NC3CCCc4ccccc43)[nH]c2c1 (stereo not drawn)
    -0.3, 1, -2, -2.0, 11, x, 8, -2.8, -3
- CCCc1ccc(C2=Nn3c(nnc3C(C)C)SC2)cc1
    0.8, 6, -1, -3.3, x, -0.7, x, 0.9, 2
- O=c1oc2ccccc2n1Cc1cccc(F)c1
    -0.4, -1, 1, -0.1, -11, -2.3, 5, x, -6
- CCCCCC(=O)Nc1nc2ccccc2[nH]1
    1.0, 10, 0, -0.4, -5, -0.3, 12, 0.3, 1
- CCc1cc2cc3c(cc2nc1SCC(=O)Nc1c[nH]c(=O)[nH]c1=O)OCO3
    -1.0, 4, 0, -2.2, -3, -0.9, -1, -3.1, -8
- CCc1nc2c(OCC(=O)C(C)(C)C)cccn2c1N(C)C(=O)c1ccccc1F
    -0.5, 3, 0, x, 1, -1.1, -2, -2.6, 2
- CCNC(=O)C(CCSC)NS(=O)(=O)c1ccc(C)cc1 (stereo not drawn)
    -0.6, 10, 1, 2.2, -8, -2.8, -1, -1.9, -1
- CC(C)C(=O)NNC(=O)c1csc(CS(=O)(=O)c2ccc(Cl)cc2)n1
    u, -6, 0, -1.4, -7, x, 2, -3.0, u
- O=S(=O)(c1ccsc1)N1CC=C(c2ccccc2)CC1
    -0.8, 4, 5, -1.8, -2, -0.6, 5, x, 1
- Cc1cc(NS(=O)(=O)c2ccc(C(C)C)cc2)no1
    -0.5, 5, -3, 4.5, 16, -0.1, -7, -2.4, 0
- CCn1c(=O)c([N+](=O)[O-])c(NCCN(C)C)c2ccccc21
    0.2, 0, -5, -3.4, 3, x, -3, -1.7, 0
- Cc1cc(=O)n2nc(N3CCC(C(=O)Nc4cccc(Cl)c4C)CC3)sc2n1
    0.3, -8, -3, 1.1, -4, -0.4, 2, -3.0, 2
- CCn1nc(CC(=O)Nc2nnc(CC(=O)N3CCCCC3)s2)c2ccccc2c1=O
    0.6, 0, 2, x, 2, -0.6, 15, -1.2, 11
- COc1ccccc1N1CCN(C(=O)c2cc3n(n2)C(C(F)(F)F)CC(c2ccco2)N3)CC1 (stereo not drawn)
    -0.6, 4, 4, -0.2, 5, -1.5, 0, -3.9, -3
- O=C(Cc1ccc(Cl)cc1)NNC(=O)C1CC=CCC1C(=O)O (stereo not drawn)
    -2.0, 4, 1, -0.1, -2, 1.2, 3, 0.4, -8
- O=Cc1ccc(OCC(=O)NCC2CCCO2)cc1 (stereo not drawn)
    -3.2, -1, -1, 0.9, -4, 0.3, 8, -0.1, -1
- O=C(Nc1cc(S(=O)(=O)N2CCOCC2)ccc1Cl)c1ccncc1
    0.0, 2, -1, 0.2, 13, -2.7, 6, -2.6, -6
- COc1cc(C[C@H](C)[C@H](C)Cc2ccc3c(c2)OCO3)ccc1O
    0.3, 9, -1, 0.6, x, -1.0, x, -4.4, -4
- CCOC(=O)c1c(-c2ccc(C)o2)csc1N
    -0.8, 1, 2, 1.3, 7, 5.7, -2, -0.5, -5
- O=C(O)CC1SC(=O)N(CC(=O)c2ccccc2)C1=O (stereo not drawn)
    2.2, -9, 1, 0.3, 9, 0.3, 1, 0.5, 19
- COc1cccc(OC)c1Nc1nc(C)nc2c1nnn2Cc1ccccc1Cl
    -0.2, 4, 0, 2.8, 2, -1.1, -3, -2.2, -3
- COC(=O)\C(C(C)=O)=C(/C=C/C=C/C=C/N(C)C)N(C)C
    -0.3, 11, -2, x, 8, x, 0, 1.8, -7
- Cc1ccc(S(=O)(=O)N(CC(O)CN2CCCCC2)c2cccc([N+](=O)[O-])c2)cc1 (stereo not drawn)
    -2.9, 7, -1, -3.3, 2, 1.0, -15, -1.4, -26
- O=C(COc1ccc(Oc2ccccc2)cc1)NCc1cn2ccccc2n1
    -1.0, -3, 8, 0.0, 6, x, 4, -2.5, -7
- Cc1cc(C)cc(OCC(=O)Nc2ccc(S(=O)(=O)Nc3ccccn3)cc2)c1
    -0.2, 2, 4, 0.5, 0, x, 1, -4.1, -3
- COC(=O)C1=C(c2cccc(OC)c2OC)C[C@@H]2CC[C@H]1N2C
    -0.1, -1, -4, 6.0, 2, -1.1, -1, -2.0, 0
- CC(=O)c1c(C)[nH]c(C(=O)Nc2ccccn2)c1C
    2.4, 3, 1, -1.4, 4, 5.1, -8, -1.8, 2
- CCn1c(C)nc2cc(S(=O)(=O)N3CCCCC3)ccc21
    -1.5, 0, 0, -0.5, -6, x, 10, 0.2, -10
- Cc1ccc(NC(=O)Cc2nc(CN(C)CC(=O)Nc3ccc(C)cc3)cs2)cc1
    -0.2, 0, 2, -1.5, 7, -0.7, 7, -3.8, -6
- CCOC(=O)C(NC(C)=O)(N1CCc2ccccc2C1)C(F)(F)F (stereo not drawn)
    -0.3, 1, 2, -1.4, -15, -20, -2, -1.6, -8
- O=c1cc2c(nn1Cc1ccc(F)cc1)-c1ccccc1CC2
    0.1, 2, 7, -1.1, 5, x, 7, -2.1, 2
- CCOC(=O)c1sc(Nc2nc3c(F)cccc3s2)cc1C
    0.1, 9, 21, 0.3, -16, -4.0, 19, -0.7, 2
- CCCc1cc(-c2[nH]ncc2-c2ccc(C(=O)OCC)o2)c(O)cc1O
    -1.7, 11, 2, -1.4, 12, 0.3, 7, -1.8, -11
- O=C(c1ccco1)N1N=C(c2ccncc2)CC1(O)C(F)(F)F (stereo not drawn)
    -0.5, 14, 3, -1.0, -14, x, 4, -1.4, 0
- CSCC[C@H](NC(=O)CCn1nnc2ccccc2c1=O)C(=O)O
    7.7, -2, -8, 2.0, 1, 0.6, -2, -2.6, 13
- Cc1cc(C)c(C(=O)COC(=O)c2ccc(NC(=O)CC#N)cc2)cc1C
    -1.3, 8, 1, -0.6, -4, -1.0, -7, -1.4, -2
- CC1=NCCN1S(=O)(=O)c1cccc([N+](=O)[O-])c1
    0.8, -4, -4, -2.0, -15, -0.3, -8, -2.1, 11
- S=c1[nH]c(-c2ccc(Br)cc2)cn1CCc1ccccc1
    -0.8, 6, -6, -0.5, -7, x, 1, -4.0, 0
- O=C(NCCc1ccccc1C(F)(F)F)c1cc(COc2ccccc2)on1
    -0.8, 5, -2, x, 13, 0.6, 10, 0.2, -4
- CCOC(=O)N1CCN(c2nc3ccccn3c(=O)c2C=O)CC1
    1.1, 12, 2, -1.6, 8, x, 1, 0.8, -19
- Cc1cc(=O)n2[nH]c(N)c(N=Nc3ccccc3)c2n1
    0.0, 14, -14, -0.6, 21, 2.5, -10, -2.7, -5
- COc1cccc(NC(=O)CSc2nc3c(oc4ccccc43)c(=O)[nH]2)c1
    0.0, -14, 2, 1.0, 16, -0.3, -5, 0.5, 2
- CCn1cc(C(=O)OCC(=O)OC2CC(C)CCC2C(C)C)c(=O)c2ccc(C)nc21 (stereo not drawn)
    -1.3, 8, -2, 1.8, 22, -0.7, -1, -3.7, -5
- C#CCOCCOCCOCCNc1nc(N2CCOCC2)nc(N2CCN(C(=O)[C@H](CCCCN)n3cc([C@@H](N)CO)nn3)CC2)n1
    -0.2, 7, -1, 3.5, -7, -1.4, -7, -2.6, -2
- Cc1sc(NC(=O)c2ccco2)c(CN2CCN(Cc3ccccc3)CC2)c1C
    -2.0, 20, 0, 1.7, -4, -1.3, 0, -1.1, -6

Looked up above:
BoNT F protease, S=c1[nH]c(-c2ccc(Br)cc2)cn1CCc1ccccc1 = 0
CCHFV vOTU inh, CCOC(=O)N1CCN(c2nc3ccccn3c(=O)c2C=O)CC1 = 8
UGM FP inh, CCn1c(C)nc2cc(S(=O)(=O)N3CCCCC3)ccc21 = -0.5
BoNT-A LC inh2, CC(=O)c1c(C)[nH]c(C(=O)Nc2ccccn2)c1C = 2.4
